# From PubChem BioAssay
# MazF activator: MazEF (E. coli) toxin RNase activation; FAM/BHQ RNA-DNA oligo cleavage fluorescence, 5 h; activation, % at 20 µM; AID 504720; P0AE70; 350,000 tested, 0.32% active; in the data active = activation above about 50%
# Target sequence (P0AE70 whole entry, looked up): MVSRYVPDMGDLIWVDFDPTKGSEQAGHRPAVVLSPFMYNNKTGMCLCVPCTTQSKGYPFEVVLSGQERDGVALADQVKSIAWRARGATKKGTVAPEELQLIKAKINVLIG
# FBA Mtb inh: inhibits M. tuberculosis FBA enzyme | P9WQA3 | purified M. tuberculosis FBA, fluorescence read-out | inhibition, % at 1 µM | 360,000 tested, 2.3% active; in the data active = inhibition above about 27%;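 also: 0% = vehicle and 100% = reference inhibitor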
# Target sequence (P9WQA3 whole entry, looked up): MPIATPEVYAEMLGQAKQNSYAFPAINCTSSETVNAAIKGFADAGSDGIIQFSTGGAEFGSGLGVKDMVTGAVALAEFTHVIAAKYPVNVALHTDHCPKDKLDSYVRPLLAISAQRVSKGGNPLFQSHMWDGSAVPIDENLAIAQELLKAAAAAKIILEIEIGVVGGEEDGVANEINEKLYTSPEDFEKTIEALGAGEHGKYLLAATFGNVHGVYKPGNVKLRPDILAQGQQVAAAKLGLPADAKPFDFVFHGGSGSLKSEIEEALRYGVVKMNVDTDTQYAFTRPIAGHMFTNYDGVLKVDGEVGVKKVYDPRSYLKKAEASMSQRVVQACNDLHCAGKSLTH
# Rv3671c inh: Rv3671c (M. tuberculosis) protease inhibition; P9WHR9; inhibition, % at 5.96 µM; 320,000 tested, 0.048% active; in the data active = inhibition above about 38%;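 also: extracellular domain of Rv3671c used as enzyme; 0% = enzyme with DMSO and 100% = no enzyme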
# BoNT F protease: blocks Botulinum neurotoxin F light chain protease | Multiplex microsphere protease cleavage assay, flow cytometry | inhibition, % at 10 µM | 360,000 tested, 0.22% active | AID 588497; in the data active = inhibition above about 35%, passing the limit was not always enough; inconclusive = no clear call, values can overlap the other calls; also: plate controls were buffer without enzyme for full effect and enzyme alone for no effect
# FadD28 FP inh: M. tuberculosis FadD28 bisubstrate binding inhibition. inhibition, % at 12.5 µM. FadD28 bisubstrate probe binding, fluorescence polarization. 360,000 tested, 0.22% active. AID 588549; in the data active = inhibition above about 8.5%, passing the limit was not always enough; inconclusive = no clear call, values can overlap the other calls
# GDH-TPI inh: GDH-TPI coupled enzyme inhibition counter-screen; GDH-TPI coupled enzyme counterscreen, NADH absorbance; inhibition, % at 4.8 µM; 360,000 tested, 1.2% active; in the data active = inhibition above about 30%;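 also: 0% = DMSO wells and 100% = wells lacking the enzyme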
# PrPC surface inh: cell surface PrPC inhibition, primary TR-FRET screen. TR-FRET read-out. 370,000 tested, 0.43% active. P04156. inhibition, % at 13.8 µM; in the data active = inhibition above about 24%; also: 0% = median of the test wells and 100% = reference compound wells
# Mtb UGM inh: inhibitors of M. tuberculosis UDP-galactopyranose mutase. purified UGM, fluorescence polarization probe displacement. inhibition, % at 10 µM. 320,000 tested, 0.06% active; in the data active = inhibition above about 10%, passing the limit was not always enough; inconclusive = no clear call, values can overlap the other calls
# Target sequence (P9WIQ1 whole entry, looked up): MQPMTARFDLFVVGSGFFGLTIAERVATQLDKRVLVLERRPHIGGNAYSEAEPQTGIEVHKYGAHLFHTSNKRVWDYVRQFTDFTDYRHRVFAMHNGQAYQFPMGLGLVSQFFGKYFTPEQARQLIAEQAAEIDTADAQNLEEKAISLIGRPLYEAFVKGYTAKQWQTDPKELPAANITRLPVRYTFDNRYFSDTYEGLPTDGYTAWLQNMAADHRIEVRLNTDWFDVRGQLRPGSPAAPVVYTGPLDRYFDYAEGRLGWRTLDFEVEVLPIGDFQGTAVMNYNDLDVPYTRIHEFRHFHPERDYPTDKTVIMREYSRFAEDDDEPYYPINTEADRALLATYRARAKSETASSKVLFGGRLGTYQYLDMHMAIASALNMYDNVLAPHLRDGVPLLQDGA
# Mtb BioA inh: inhibitors of Mycobacterium tuberculosis BioA enzyme; AID 602481; 360,000 tested, 0.096% active; purified M. tuberculosis BioA enzyme, plate reader; inhibition, % at 9.99 µM; in the data active = inhibition above about 40%; inconclusive = no clear call, values can overlap the other calls
# The depositor's hits bear a star; ? = inconclusive; · = no result given; & = joins results of further samples.
# Codes – A = MazF activator; B = FBA Mtb inh; C = Rv3671c inh; D = BoNT F protease; E = FadD28 FP inh; F = GDH-TPI inh; G = PrPC surface inh; H = Mtb UGM inh; I = Mtb BioA inh
> CN(C(=O)CSc1nnc(-c2cccs2)n1C1CC1)C1CCS(=O)(=O)C1 (stereo unspecified)
  A: 1; B: 1; C: ·; D: -9; E: -4.5; F: -4; G: -4; H: ·; I: 0.7

> Cc1cc[n+](-c2[nH]c(=O)sc2/C=N/NC([S-])=Nc2ccccc2)cc1C
  A: -1; B: -6; C: -10; D: -30; E: 2.0; F: 52*; G: -24; H: ·; I: -10

> Cc1ncc(CO)c2cc(C(N)=O)c(=Nc3ccccc3)oc12
  A: 2; B: 2; C: -1; D: -3; E: -0.1; F: -7; G: 0; H: -1.1; I: 1.5

> S=c1nc(-c2cccc(Br)c2)[nH][nH]1
  A: -3; B: 1; C: -1; D: 8; E: 0.2; F: 1; G: 5; H: 6.0; I: 0.7

> CCOc1ccc(CCNC(=O)COC(=O)/C=C/c2ccc(OC)c(OC)c2)cc1OCC
  A: -3; B: 2; C: 1; D: -4; E: -3.8; F: 16; G: 7; H: -2.4; I: 0.0

> COC(=O)c1cc2sccc2n1Cc1nc(-c2ccc(OC)cc2)oc1C
  A: -16; B: 2; C: -5; D: -8; E: 0.2; F: 11; G: 2; H: 2.4; I: 0.4

> O=C(Cc1ccc(Cl)cc1)N1CCN(C(=O)c2ccco2)CC1
  A: 10; B: 2; C: -2; D: -1; E: 0.3; F: 3; G: -2; H: -0.1; I: 4.3

> CCCc1ccc(-c2ccc(-c3noc(-c4ccncc4)n3)cc2)nc1
  A: -1; B: 1; C: 0; D: -11; E: -0.7; F: -13; G: 6; H: 0.2; I: -0.8

> COC(=O)c1c(C)oc2ccc(N(C(=O)c3ccncc3)S(=O)(=O)c3ccc4ccccc4c3)cc12
  A: -4; B: 0; C: -14; D: -6; E: -2.3; F: 5; G: 9; H: 1.1; I: ·

> Cn1ncc([N+](=O)[O-])c1C(=O)Nc1cccc2ccccc12
  A: 14; B: 2; C: 9; D: 6; E: 2.0; F: -2; G: 6; H: 1.4; I: -1.5

> Cc1cc(NC(=O)CC2Oc3ccccc3NC2=O)ccc1Br (stereo unspecified)
  A: -3; B: 1; C: -9; D: -35; E: -2.6; F: 7; G: 3; H: -3.4; I: 1.5

> O=C1CCc2cc(NS(=O)(=O)c3ccc(Br)cc3)cc3c2N1CC3
  A: 2; B: 4; C: 4; D: -2; E: 0.2; F: 1; G: -2; H: 0.2; I: 0.8

> Cc1c(C(=O)Nc2ccccn2)oc2ccc(Br)cc12
  A: -9; B: 0; C: -5; D: -10; E: -3.9; F: 4; G: 1; H: 5.1; I: -0.7

> C[C@@H]1CN([C@@H](C)CO)C(=O)CCCn2nncc2CO[C@H]1CN(C)Cc1ccncc1
  A: 3; B: -2; C: ·; D: -6; E: -1.3; F: -5; G: 2; H: ·; I: 0.2&-1.1&-1.2

> Cc1oc2ccc(O)c(CN3CCOCC3)c2c1C(C)O (stereo unspecified)
  A: 6; B: 1; C: 3; D: -3; E: -1.5; F: 1; G: 5; H: 0.3; I: ·

# Codes – A = MazF activator; B = FBA Mtb inh; C = Rv3671c inh; D = BoNT F protease; E = FadD28 FP inh; F = GDH-TPI inh; G = PrPC surface inh; H = Mtb UGM inh; I = Mtb BioA inh
> Brc1c(-c2ccc3c(c2)OCO3)nc2ncccn12
  A: 6; B: 3; C: 8; D: -6; E: -6.1; F: 9; G: -6; H: 0.7; I: 2.4

> CCCCn1c(=N)n(CC(O)c2ccccc2)c2ccccc21 (stereo unspecified)
  A: 7; B: -2; C: -2; D: 0; E: -2.9; F: 1; G: -1; H: 1.6; I: 1.0

> CC1=C(C(=O)Nc2ccc(C)cc2C)C(c2ccc([N+](=O)[O-])cc2)n2ncnc2N1 (stereo unspecified)
  A: 13; B: 1; C: -6; D: -6; E: -1.5; F: -2; G: -4; H: 1.2; I: ·

> COc1ccc(-c2c(=O)n(OCc3nc4ccccc4[nH]3)c3ccccc3[n+]2[O-])cc1
  A: 3; B: 4; C: 2; D: 1; E: -6.1; F: 7; G: -23; H: 1.1; I: ·

> O=C(CNC(=O)c1ccc(Cl)cc1Cl)OCCCn1c(=O)[nH]c2ccccc21
  A: -13; B: -2; C: 6; D: 16; E: -0.5; F: 5; G: -2; H: 1.1; I: 0.6

> O=C(Nc1cccc(O)c1)c1ccccc1[N+](=O)[O-]
  A: 5; B: 0; C: -1; D: 2; E: -4.0; F: -5; G: -8; H: -1.2; I: ·

> C[C@H](CO)N1C[C@H](C)[C@@H](CN(C)S(=O)(=O)c2ccccc2)OCc2cnnn2CCCC1=O
  A: 4; B: 0; C: ·; D: 1; E: -1.0; F: 3; G: 7; H: ·; I: 2.4&-0.5&0.0

> Cc1ccsc1C(=O)NCCc1ccc(S(N)(=O)=O)cc1
  A: 4; B: -4; C: 6; D: -1; E: 0.3; F: 0; G: -1; H: 2.0; I: -4.2

> COc1cccc(CNC(=O)CCC2CCCN(Cc3ccc4c(c3)CCO4)C2)c1 (stereo unspecified)
  A: -6; B: 3; C: 0; D: 0; E: -0.2; F: 16; G: -5; H: 4.3; I: -0.6

> COc1ccc(CCNC(=O)CCn2c(=O)oc3ccccc32)cc1OC
  A: 4; B: 4; C: -6; D: -9; E: -2.3; F: -5; G: -3; H: -2.5; I: 1.3

> CC(=O)N1CCc2cc(S(=O)(=O)NC(CC(C)C)C(=O)N3CCc4ccccc4C3)ccc21 (stereo unspecified)
  A: -5; B: 1; C: -3; D: 8; E: -2.3; F: 5; G: -8; H: 1.6; I: ·

> O=C(NCc1ccccn1)C(=O)Nc1nc(-c2ccccc2)cs1
  A: -4; B: 3; C: -3; D: 1; E: -0.3; F: 7; G: 4; H: -3.0; I: -0.7

> Cc1c(C(=O)N2CCCCC2)oc2ccc(S(=O)(=O)N3CC(C)CC(C)C3)cc12 (stereo unspecified)
  A: 2; B: -1; C: -1; D: -4; E: -3.4; F: -1; G: ·; H: 2.7; I: 0.9

> CCN(C(=O)c1ccccc1)c1ccc([N+](=O)[O-])cc1
  A: -6; B: -1; C: 6; D: -2; E: -0.9; F: 4; G: -1; H: 1.5; I: ·

> CCN(CC)C(=O)[C@H]1C[C@H](CC(=O)NCCCn2ccnc2)C(=O)N2CCc3c([nH]c4ccc(Cl)cc34)[C@]12C
  A: 3; B: -1; C: ·; D: -3; E: 0.7; F: -11; G: 0; H: ·; I: 1.8

# Codes – A = MazF activator; B = FBA Mtb inh; C = Rv3671c inh; D = BoNT F protease; E = FadD28 FP inh; F = GDH-TPI inh; G = PrPC surface inh; H = Mtb UGM inh; I = Mtb BioA inh
> Cc1ccccc1NC(=O)CN(C)S(=O)(=O)c1ccc(-c2ccc(=O)[nH]n2)s1
  A: -2; B: 3; C: -14; D: 2; E: -0.4; F: 12; G: -15; H: 2.4; I: -3.6

> CCNC(=O)C1(C)CCCN1Cc1c(F)cccc1F (stereo unspecified)
  A: ·; B: 0; C: ·; D: 0; E: -1.2; F: 1; G: 5; H: ·; I: -0.8

> Cc1cc(-n2cc(Br)c(=O)[nH]c2=O)nc(-c2ccccc2)n1
  A: 1; B: -1; C: 2; D: 2; E: 0.7; F: 2; G: 3; H: -0.5; I: ·

> CCOc1cc2c(cc1OC)C(NC(=O)C(F)(F)F)CC2=O (stereo unspecified)
  A: 5; B: -1; C: -9; D: -12; E: -1.8; F: 2; G: -3; H: -6.4; I: -3.3

> CC(=O)C1=C(O)C(=O)N(c2ccc(Br)cc2)C1c1cccc([N+](=O)[O-])c1 (stereo unspecified)
  A: 10; B: 1; C: -1; D: ?; E: -5.4; F: 9; G: 3; H: 0.0; I: 5.8

> Cc1nn(Cc2ccccc2)c(Cl)c1C(=O)OCC(=O)N1CCCC1
  A: -10; B: 2; C: -8; D: -5; E: -2.3; F: 8; G: 0; H: -1.0; I: ·

> O=C(Nc1ccc2c(c1)C(=O)OC2)c1ccc(C(F)(F)F)cc1
  A: 10; B: 1; C: -8; D: -3; E: -0.1; F: 15; G: 8; H: 2.3; I: 0.0

> CCC(=O)Nc1nnc(SCC(=O)NCc2ccc3c(c2)OCO3)s1
  A: -1; B: -1; C: -8; D: 0; E: -0.1; F: 7; G: 4; H: -2.5; I: -0.7

> O=C(c1ccc(-c2ccccc2)cc1)N1CCN(c2nc3ccccc3o2)CC1
  A: -8; B: 2; C: ·; D: -8; E: -1.3; F: 11; G: -12; H: ·; I: -2.9

> COc1cc(/C=N\Nc2nc3ccccc3[nH]2)cc(OC)c1OC
  A: 5; B: 2; C: 7; D: -26; E: 1.0; F: 36*; G: -3; H: 2.1; I: ·

> CN(C)c1ccc(-c2n(C)c3ccccc3[n+]2C)cc1
  A: -2; B: 2; C: -2; D: -1; E: 0.1; F: 23; G: 3; H: 1.5; I: ·

> Cc1nc(SCC(=O)Nc2ccnc3ccccc23)n[nH]1
  A: 7; B: 2; C: -1; D: -10; E: -0.1; F: 10; G: 5; H: 2.2; I: ·

> Oc1cc2c(cc1CN1CCN(c3cccc(C(F)(F)F)c3)CC1)CCC2
  A: 3; B: 6; C: 5; D: -5; E: 0.1; F: 3; G: -1; H: -0.1; I: 0.1

> COC(=O)C1=C(c2ccc(F)cc2F)C[C@@H]2CC[C@H]1N2C(=O)NC1CCCCC1
  A: 6; B: -1; C: -3; D: 6; E: -5.7; F: 8; G: ·; H: -0.4; I: 3.5

> CC(Sc1ccccc1)C(=O)N1CCN(S(=O)(=O)c2ccccc2C(F)(F)F)CC1 (stereo unspecified)
  A: -1; B: -1; C: -3; D: 6; E: -7.5; F: -6; G: -7; H: 0.0; I: -1.4
